Screens deposited in PubChem by several laboratories.
Cdc25B inh: inhibitors of human Cdc25B phosphatase | 65,000 compounds, 0.1% hits | recombinant Cdc25B, OMFP fluorescence Ex485/Em525 | P30305 | AID 368 | inhibition, %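 (compounds tested at 10 µM final in the well)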; in the data active = inhibition above about 50%
FXIIa mix inh: inhibitors of human coagulation factor XIIa, pooled mixtures; 62,000 compounds, 0.2% hits; purified FXIIa, fluorogenic substrate; P00748; inhibition, % at 5 µM;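 note: 0% = enzyme without compound and 100% = no enzyme blank; some results filed as inactive read as strong as hits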
Hsp90 inh: displaces geldanamycin probe from tumor Hsp90; NCI-N417 lysate Hsp90, Cy3B-geldanamycin FP displacement; P07900; AID 429; 64,000 compounds, 0.35% hits; inhibition, % at 30 µM;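 active = inhibition above 50%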;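 note: 0% = tracer plus lysate wells and 100% = tracer alone without lysate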
MKP-1 inh: human dual specificity phosphatase 1 inhibition; P28562; recombinant MKP-1, OMFP hydrolysis fluorescence; inhibition, %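 (compounds tested at a single concentration somewhere between 10 and 100 µM)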; 65,000 compounds, 0.15% hits; AID 374;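 active = inhibition above about 50%, limit read from the data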;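 note: 0% = DMSO max control wells and 100% = wells with enzyme stopped by NaOH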
CatL inh: blocks human cathepsin L protease activity | inhibition, %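 (tested at 10 µM)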 | purified cathepsin L, fluorogenic substrate, fluorescence | 58,000 compounds, 0.17% hits | P07711 | AID 460; in the data active = inhibition above about 45%;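 note: 0% = enzyme with no compound and 100% = no enzyme blank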
Target sequence (P07711 114-288 limits assumed): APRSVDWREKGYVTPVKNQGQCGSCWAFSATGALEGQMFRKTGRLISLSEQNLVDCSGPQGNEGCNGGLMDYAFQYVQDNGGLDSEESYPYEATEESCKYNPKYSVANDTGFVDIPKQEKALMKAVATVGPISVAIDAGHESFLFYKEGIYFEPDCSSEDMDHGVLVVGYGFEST
Target sequence (P07711 292-333 limits assumed): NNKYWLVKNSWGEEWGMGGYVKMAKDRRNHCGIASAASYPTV
Cathepsin G inh: blocks human cathepsin G enzyme activity | purified enzyme, AMC-tetrapeptide fluorescence, pooled mixtures | inhibition, % at 5 µM (by protocol) | P08311 | 62,000 compounds, 0.2% hits;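 active = inhibition above 20% in each of the two mixture wells holding the compound; inactive = inhibition of 20% or less in either well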;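 note: 0% = enzyme control without mixture and 100% = blank lacking enzyme; strong numbers were not always called active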
HTR1A agonist: 5-HT1a (human) receptor agonism | AID 567 | 65,000 compounds, 0.56% hits | activation, % at 10 µM | CHO 5-HT1a Ga15 NFAT-bla reporter, FRET ratio; 0% basal, 100% maximal reference agonist | P08908;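 active = activation above the screen-wide mean activation plus 3 SD, cut at about 19% in these data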;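 note: 0% = DMSO wells and 100% = 5-CT at EC100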
FXIa inh mix: blocks human factor XIa in pooled compound mixtures; P03951; purified FXIa, fluorogenic substrate; inhibition, % at 5 µM; 62,000 compounds, 0.19% hits; AID 680;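 note: each value is inhibition by a whole ten-compound pool holding the compound; 0% = enzyme with no mixture and 100% = wells lacking enzyme; strong numbers were not always called active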
C1s inh: blocks human complement C1s protease activity. P09871. purified C1s, fluorogenic AMC substrate, pooled mixtures. mean inhibition % of two 10-compound mixtures (active compounds read high), % at 5 µM (by protocol). 62,000 compounds, 0.16% hits. AID 538;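 active = inhibition above 20% in each of the two 10-compound mixture wells holding the compound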;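 note: 0% = enzyme wells lacking compound mixture and 100% = no-enzyme blank wells; some compounds called inactive have numbers as strong as hits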
Target sequence (P09871 16-437 limits assumed): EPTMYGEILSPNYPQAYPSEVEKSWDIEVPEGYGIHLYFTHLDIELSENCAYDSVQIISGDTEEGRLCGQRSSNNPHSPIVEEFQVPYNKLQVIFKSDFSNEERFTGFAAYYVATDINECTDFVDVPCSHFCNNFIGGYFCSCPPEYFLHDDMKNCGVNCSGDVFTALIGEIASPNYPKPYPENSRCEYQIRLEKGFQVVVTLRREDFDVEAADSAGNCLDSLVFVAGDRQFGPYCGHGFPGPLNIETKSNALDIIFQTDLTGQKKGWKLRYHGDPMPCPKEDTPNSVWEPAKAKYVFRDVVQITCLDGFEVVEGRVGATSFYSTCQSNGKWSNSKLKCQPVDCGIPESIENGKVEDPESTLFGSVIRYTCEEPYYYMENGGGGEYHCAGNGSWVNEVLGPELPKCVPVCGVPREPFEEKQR
Target sequence (P09871 438-688 limits assumed): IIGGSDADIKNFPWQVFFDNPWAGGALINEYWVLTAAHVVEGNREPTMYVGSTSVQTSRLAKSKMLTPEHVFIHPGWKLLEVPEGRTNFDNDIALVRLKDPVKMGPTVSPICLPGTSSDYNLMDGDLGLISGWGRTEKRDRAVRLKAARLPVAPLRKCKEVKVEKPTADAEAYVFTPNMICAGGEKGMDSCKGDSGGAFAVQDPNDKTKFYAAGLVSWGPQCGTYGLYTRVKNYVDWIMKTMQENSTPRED
The depositor's hits bear a star; / = not tested or not shown. Cut-off read from the data, not from the text of the source, unless noted: active = inhibition above about 20% (passing the limit was not always enough); inactive = the rest.

SMILES	Cdc25B inh	FXIIa mix inh	Hsp90 inh	MKP-1 inh	CatL inh	Cathepsin G inh	HTR1A agonist	FXIa inh mix	C1s inh
CN(C)CCN(Cc1ccccc1)c1ccnc(N(C)C)c1C#N	-11	2	-4	1	/	-2	3.6	-1	-17
O=S1(=O)NC(=NC2CCCCCC2)c2ccccc21	0	18	-3	0	17	11	-1.6	9	15
CCOc1cc(S(=O)(=O)NC2CCCC2)ccc1Cl	-3	1	2	16	-4	-3	0.1	3	4
COc1cc(NC(=O)CSc2nnc3n2C(C)(C)Cc2ccccc2-3)cc(OC)c1	-20	3	0	9	20	8	-1.1	7	12
O=C(c1ccco1)N(Cc1cccs1)C1CCS(=O)(=O)C1 (configuration not stated)	-6	3	-9	4	3	4	-1.1	-1	-7
O=C(OCN1C(=O)c2ccccc2C1=O)C1CCCCC1	-5	5	-3	-8	-1	12	2.3	6	6
COc1ccc(NC(=O)CCCC2=NS(=O)(=O)c3ccccc3N2)cc1	-33	11	3	-6	8	7	1.8	-2	8
COc1ccc(NC(=O)Nc2ccc3nccnc3c2)cc1	-8	-13	-5	8	21	12	-0.1	7	10
Cc1cc(C)nc(NS(=O)(=O)c2ccc(N)cc2)n1	-19	3	0	-9	-4	11	-0.3	2	2
N#CCCn1c(-c2nonc2NC(=O)c2ccccc2Cl)nc2ccccc21	7	4	-3	24	-1	11	-2.9	6	18
Cc1ccc(C)c(Cn2nnc3c(=O)[nH]c(C(=O)NCc4ccco4)nc32)c1	17	4	-8	11	-7	-25	0.5	-19	-34
CN1C(=O)c2oc3ccc(Br)cc3c(=O)c2C1c1ccncc1 (configuration not stated)	-5	-3	-5	-1	1	9	-1.1	11	4
COc1cc2c(cc1OC)C(COc1ccc3c(C)cc(=O)oc3c1)N(C(=O)c1ccco1)CC2 (configuration not stated)	/	5	/	/	7	-9	2.4	-4	-63
COc1cccc(-c2noc(-c3cccs3)n2)c1	-2	31*	0	14	-1	5	-0.9	2	2
CS(=O)(=O)Nc1ccc2c(c1)C(=O)OC2	-5	-16	1	-3	4	-2	-1.1	1	-1
Cc1nc2cccc(C(=O)NC3CCCCC3)c2o1	11	0	-3	-7	8	3	-1.7	1	9
CCn1cc(C(=O)NCc2cccs2)c(=O)c2ccc(C)nc21	-16	-13	0	-6	-3	3	-0.6	11	4
COc1cc(-c2nn3c(-c4cccc(C)c4)nnc3s2)cc(OC)c1OC	4	-12	3	-6	1	7	4.1	9	8
COc1ccc(C2=Nn3c(nnc3-c3ccccc3OC)SC2)cc1OC	6	7	1	-18	-2	1	-0.6	6	0
COc1ccc(-c2cn3cccnc3n2)cc1NC(=O)CC(C)C	-10	-2	-1	6	-20	-14	-0.9	-11	-61

In the list so far, 8 have an aryl methoxy group.
SMILES	Cdc25B inh	FXIIa mix inh	Hsp90 inh	MKP-1 inh	CatL inh	Cathepsin G inh	HTR1A agonist	FXIa inh mix	C1s inh
COc1cc(NC(=O)CSc2nnc3n2C(C)(C)Cc2ccccc2-3)cc(OC)c1	-20	3	0	9	20	8	-1.1	7	12
COc1ccc(NC(=O)CCCC2=NS(=O)(=O)c3ccccc3N2)cc1	-33	11	3	-6	8	7	1.8	-2	8
COc1ccc(NC(=O)Nc2ccc3nccnc3c2)cc1	-8	-13	-5	8	21	12	-0.1	7	10
COc1cc2c(cc1OC)C(COc1ccc3c(C)cc(=O)oc3c1)N(C(=O)c1ccco1)CC2 (configuration not stated)	/	5	/	/	7	-9	2.4	-4	-63
COc1cccc(-c2noc(-c3cccs3)n2)c1	-2	31*	0	14	-1	5	-0.9	2	2
COc1cc(-c2nn3c(-c4cccc(C)c4)nnc3s2)cc(OC)c1OC	4	-12	3	-6	1	7	4.1	9	8
COc1ccc(C2=Nn3c(nnc3-c3ccccc3OC)SC2)cc1OC	6	7	1	-18	-2	1	-0.6	6	0
COc1ccc(-c2cn3cccnc3n2)cc1NC(=O)CC(C)C	-10	-2	-1	6	-20	-14	-0.9	-11	-61

(cont.)
SMILES	Cdc25B inh	FXIIa mix inh	Hsp90 inh	MKP-1 inh	CatL inh	Cathepsin G inh	HTR1A agonist	FXIa inh mix	C1s inh
CCOC(=O)N1CCN(C(=O)Nc2ccc(Cl)cc2)CC1	-13	1	-2	11	4	3	1.3	1	0
O=C(Oc1ccccc1)c1cccc(COC(=O)c2cnccn2)c1	2	-17	-3	-3	5	9	-2.2	6	6
Cc1cccc2cc(CN(Cc3ccccc3)C(=O)N(C)C)c(=O)[nH]c12	-7	8	-4	10	15	2	6.0	1	-2
CCOc1ncccc1C(=O)OCc1cn2cc(Cl)ccc2n1	-6	1	-4	0	6	8	-1.8	6	3
CCOc1cc(-c2c(C#N)c(N)nc3c2CCCC3C)ccc1O (configuration not stated)	-4	1	-3	6	2	1	2.6	-2	4
COCCCn1c(SCC(N)=O)nnc1-c1ccccc1	-13	1	-3	-3	0	-3	-3.0	9	-2
O=C1c2oc3ccccc3c(=O)c2C(c2cccc(O)c2)N1c1ccccn1 (configuration not stated)	-1	3	-2	10	2	-2	-0.7	12	-3
O=c1c2c3n(c(=O)nc2[nH]n1-c1ccccc1)CCCCC3	-7	14	-1	-9	10	3	-1.3	2	-5
Cc1cc(C)nc(SCC(=O)Nc2ccc(S(=O)(=O)Nc3nccs3)cc2)n1	1	4	0	-5	15	-2	-2.4	11	4
COc1ccccc1C(=O)N1CCCC1(C#N)c1ccccc1 (configuration not stated)	-1	/	3	-17	-3	/	1.3	/	/
Cc1cc(OCc2ccc(F)cc2)nc(-c2ccccc2O)n1	-2	-1	-1	0	-6	-21	1.2	-36	-120
CC(CC(=O)NC1CCSC1=O)c1ccccc1 (configuration not stated)	-9	-10	-2	0	-6	-6	-1.9	6	0
COc1cccc(NC(=O)CSc2ccc3nnc(-c4ccncc4)n3n2)c1	-1	4	-1	11	12	2	1.1	6	-18
COc1cccc(N(C(=O)c2ccco2)C(C(=O)NC2CCCC2)c2ccc(N(C)C)cc2)c1 (configuration not stated)	7	9	2	3	14	15	-0.6	1	17
COc1cccc(-c2nnc(NC(=O)c3ccc(S(=O)(=O)N(CC(C)C)CC(C)C)cc3)o2)c1	4	2	3	20	-2	11	-0.4	6	14
Nc1sc2c(c1C(=O)NC1CCS(=O)(=O)C1)CCC2 (configuration not stated)	6	-1	-1	29	4	-2	-1.7	5	-6
Cc1ccc(C2CC(C(F)F)n3ncc(C(=O)Nc4cnn(Cc5ccccc5C)c4)c3N2)cc1 (configuration not stated)	7	7	-4	34	-7	9	-1.1	6	17
CNC(=O)N(C1=NCC(C)S1)c1ccc(F)cc1F (configuration not stated)	-4	5	-1	-17	-1	7	0.4	11	3
COc1ccc(NC(=O)CC(Cc2ccccc2)C(=O)O)cc1 (configuration not stated)	5	-15	-2	21	16	3	-0.6	2	12
CCCCCCn1c(SCCOC)nc2c1c(=O)[nH]c(=O)n2C	-9	-17	-3	8	-4	6	-2.2	-1	1
COc1ccc(N(CC(=O)Nc2ccc(S(=O)(=O)N3CCCC3)cc2)S(C)(=O)=O)cc1OC	0	0	-6	15	7	12	-0.4	6	15
O=C(CN(C(=O)C1COc2ccccc2O1)c1ccccc1)NCC1CCCO1 (configuration not stated)	-3	6	-3	4	-2	12	-1.5	6	12
O=C(COC(=O)c1cccc(S(=O)(=O)N2CCOCC2)c1)Nc1ccc2c(c1)OCO2	-4	1	-2	12	5	-1	2.3	-10	-25
Cc1ccc(NC(=O)CC(O)(C(F)(F)F)C(F)(F)F)c(Br)c1	-1	-5	-19	12	-1	-19	-1.6	-18	-150
O=C(CC1C(=O)NCCN1C(=O)Nc1ccccc1)Nc1cccc(C(F)(F)F)c1 (configuration not stated)	1	4	1	25	-7	9	-0.3	3	6
COC(=O)CSC1=C(C#N)C(c2ccc(C)cc2)C2=C(CCCC2=O)N1 (configuration not stated)	0	9	-1	-11	/	-16	0.4	-5	-76
Cc1ccc(N2C(=O)CC(N(O)C3CC(=O)N(c4ccc(C)cc4)C3=O)C2=O)cc1 (configuration not stated)	20	/	0	-5	35	/	-0.8	/	/
COc1cc(C)c(C)cc1S(=O)(=O)N1CCCCC1c1cccnc1 (configuration not stated)	2	2	3	22	5	10	-2.2	8	17
O=C(Nc1cccc(O)c1)c1ccccc1	-2	2	1	-11	19	-6	-2.2	-4	-14
Cc1ccnc(NC(=O)CCC(=O)N(CC(=O)NC2CCCCC2)c2ccc3c(c2)OCO3)c1	5	11	1	16	-2	32	-3.3	4	-9
CCOC(=O)c1cc(C#N)c(SCC(=O)c2cc(C#N)c(SC)nc2C)[nH]c1=O	5	5	-7	24	0	14	0.4	11	12
O=C1c2ccccc2C(=O)N1CCc1ccccn1	-8	15	0	20	3	6	-0.7	6	-3
CCOC(=O)N1CCC(NC(=O)C2CCCN(S(C)(=O)=O)C2)CC1 (configuration not stated)	-13	11	-3	-8	10	8	-1.0	1	6
COc1ccccc1C1C=C(c2ccccc2)Nc2nnnn21 (configuration not stated)	-4	-3	-4	12	/	-1	-0.8	3	-33
COc1ccc2[nH]cc(C3N4CC5(C)CN3CC(C)(C4)C5=O)c2c1 (configuration not stated)	-4	/	-7	6	/	/	-5.4	/	/
COC(=O)c1c(NC(=O)CN2CCOCC2)sc2c1CCC(C)C2 (configuration not stated)	-14	9	-1	27	8	8	0.1	8	11
CCN1CCN(c2cc(C)c3cc(NC(=O)c4ccc(Br)o4)ccc3n2)CC1	-20	1	/	1	-13	0	0.3	8	5
O=C(NCCOc1ccccc1)c1ncn[nH]1	-8	2	-4	18	12	9	-1.7	-3	3
COc1cccc(-n2nnnc2SCC(=O)Nc2cccc(NC(C)=O)c2)c1	-8	2	-4	-17	33	0	-2.5	-1	-4
CCOC(=O)C1CCCN(C(=O)CCc2ccccc2)C1 (configuration not stated)	-12	-15	2	3	/	8	-1.5	-3	-2
O=C(CSc1nnc(-c2ccco2)n1-c1ccccc1)NCc1ccc2c(c1)OCO2	18	0	0	3	2	7	-2.7	12	6
O=C1CNCc2[nH]c3ccccc3c2N1c1ccccc1	4	3	-5	2	7	10	1.4	1	16
O=C(O)CSCc1c(F)cccc1Cl	-5	5	6	7	0	-5	-3.6	-9	2
COc1ccc(CCN2CCCn3c2nc2c3c(=O)n(Cc3ccccc3F)c(=O)n2C)cc1OC	1	7	-3	-9	12	12	3.0	8	9
O=C(c1ccc2c(c1)c(=O)oc1ccccc12)N1CCCCC1	-15	-21	-1	-1	-3	13	0.5	7	21
CCn1c(N)c(C(=O)NCc2cccnc2)sc1=S	-6	1	-2	1	13	8	-4.4	5	14
COc1ccc(C(O)c2nccn2Cc2ccccc2)cc1 (configuration not stated)	-12	6	-1	0	0	4	-1.9	-1	-3
COc1cc(NC(=O)c2cccc3c2C(=O)N(Cc2cccnc2)C3)cc(OC)c1OC	-12	8	-4	20	7	-7	2.5	-6	-59
CCOC(=O)c1ccc(NC(=O)c2ccc3c(c2)OCO3)cc1	0	2	2	-10	22	-2	-0.7	4	-31
CS(=O)(=O)N1CCN(C(=O)c2cccnc2)CC1	-9	-6	0	5	17	-10	-1.4	0	-57

More entries follow.
SMILES	Cdc25B inh	FXIIa mix inh	Hsp90 inh	MKP-1 inh	CatL inh	Cathepsin G inh	HTR1A agonist	FXIa inh mix	C1s inh
c1ccc(CNc2ncnc3nc[nH]c23)nc1	-4	7	-1	-15	-9	-4	-2.9	-4	-34
COCCNc1oc(-c2ccc(F)cc2)nc1C#N	13	7	-3	16	-11	6	-1.1	5	15
COC(=O)Cn1c(CN2CCN(c3ccc(F)cc3)CC2)nc2c1c(=O)n(C)c(=O)n2C	-8	13	-2	15	17	-2	-1.3	-9	-18
C=C(C)CSc1nc(N)cc(=O)[nH]1	-11	4	-1	-2	6	12	-2.0	1	11
O=C(COc1ccc2ccccc2c1Br)N1CCN(c2ccccn2)CC1	-17	2	-2	12	6	-3	0.3	4	-1
COc1ccc(CCNC(=O)CN(c2ccc(OC)c(OC)c2)S(C)(=O)=O)cc1	-15	3	/	7	-1	10	-0.5	10	18
